Source: PubChem
TRPM1 prom inh: inhibitors of MITF-driven TRPM1 promoter in melanoma cells; SK-MEL-5 TRPM1 promoter luciferase, 24 h; inhibition, % at 12.5 µM; hit rate 0.83% among 330,000;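 active = mean inhibition across replicates of 60% or more, whatever share of single replicates reaches that level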; also: values of inactives mirror those of a sister screen read the other way
KKLEB cytotox: CF airway cell cytotoxicity counter-screen | hit rate 0.36% among 360,000 | activity change (cytotoxicity), % at 5 µM | KKLEB CF airway cells viability, ATPlite luminescence, overnight; stronger effect = lower value; cells stimulated with P. aeruginosa culture filtrate | AID 602141;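 active = corrected activity change at or below -50% at 5 µM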
NR2E3 ag-1: activates human photoreceptor nuclear receptor NR2E3; inhibition of corepressor binding, % at 4.78 µM; GST-NR2E3/biotin-RetCOR TR-FRET, 1536-well; hit rate 0.12% among 320,000; AID 2300; Q9Y5X4;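 active = percent inhibition above the cutoff of mean plus 3 SD of all tested compounds, set per screening campaign, cut at about 20% in these data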;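 also: 0% = DMSO wells and 100% = biotin wells as full block of FRET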
Target sequence (Q9Y5X4 whole entry, looked up): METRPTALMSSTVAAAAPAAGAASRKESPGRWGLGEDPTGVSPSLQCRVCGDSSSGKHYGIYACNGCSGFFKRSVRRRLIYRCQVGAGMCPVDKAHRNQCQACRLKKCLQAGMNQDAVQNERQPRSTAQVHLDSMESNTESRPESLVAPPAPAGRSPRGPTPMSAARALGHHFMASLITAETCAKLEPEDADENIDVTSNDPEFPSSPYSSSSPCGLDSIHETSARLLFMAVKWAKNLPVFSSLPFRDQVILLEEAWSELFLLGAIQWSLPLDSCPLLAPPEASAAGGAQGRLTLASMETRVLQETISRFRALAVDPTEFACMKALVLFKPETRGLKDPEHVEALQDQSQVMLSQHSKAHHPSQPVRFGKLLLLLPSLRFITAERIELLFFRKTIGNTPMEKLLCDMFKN
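System: GST-tagged NR2E3 plus biotinylated RetCOR corepressor; Amount: 1.35 nM GST-tagged NR2E3 final; Dosing: single nominal compound dose of 4.8 µM; Schedule: 5 h incubation at 4 °C; Technique: TR-FRET with europium anti-GST and streptavidin-D2, 340 nm excitation; Controls: biotin wells as high control, 0.6% DMSO wells as low control.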
HIF-2a block: blocks HIF-2a reporter activity. 786-0 RCC cells HIF-2a reporter, luciferase luminescence, overnight. inhibition, % at 18.8 µM. hit rate 0.72% among 360,000;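 active = inhibition of the luminescence signal of 40% or more relative to plate controls, in a single-dose primary screen at 18.75 µM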
NR2E3 ag-2: activates human NR2E3 receptor | CHO-S Gal4-NCOR/VP16-NR2E3 two-hybrid, luciferase | AID 602229 | Q9Y5X4 | hit rate 0.35% among 360,000 | inhibition of corepressor binding, % at 3.98 µM;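 active = inhibition above the mean of all tested compounds plus 3 SD, cut at about 70% in these data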;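 also: 0% = DMSO with NR2E3 transfected cells and 100% = cells lacking NR2E3 construct; higher means lower luciferase signal from less NR2E3 corepressor binding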
CF NFkB inh: inhibitors of cystic fibrosis induced NF-kB | KKLEB NF-kB-GFP reporter, PAF-induced, GFP fluorescence overnight | inhibition, % at 5 µM | hit rate 0.86% among 360,000;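 active = at least 50% inhibition at 5 µM, scaled per plate between neutral and stimulator controls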;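 also: PAF is a Pseudomonas aeruginosa culture filtrate used as stimulus; plate controls were PAF-stimulated DMSO wells for no effect and unstimulated DMSO wells for full effect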
iPSC survival up: hiPSC single-cell survival enhancement; ATPlite luminescence; 100% = ROCK inhibitor wells, 0% = DMSO; survival enhancement, % at 20 µM; hit rate 0.044% among 360,000; AID 602274; in the data active = survival enhancement above about 18%;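 also: cells exposed to compounds for 16 hours before the ATP read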
Peg3 promoter: inhibitors of Peg3 promoter | inhibition, % at 20 µM | hit rate 1.7% among 360,000 | AID 588405 | HeLa PEG-Prom luciferase reporter, luminescence, overnight;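 active = inhibition of at least 50% at 20 µM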
Shn3 inh set2: inhibitors of Schnurri-3 3'UTR reporter in osteoblasts | hit rate 0.52% among 360,000 | AID 588674 | Clone20 osteoblast Shn3 3'UTR firefly luciferase, 24 h | inhibition, % at 12.5 µM;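 active = mean inhibition of at least 75% with every replicate also reaching 75%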;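 also: 0% = median of neutral control wells and 100% = pilot-screen positive control compound; some compounds past the cut are filed as inactive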
LMP1 NFkB inh: reduces LMP1-driven NF-kappaB luciferase signal. AID 504558. LMP1-induced NF-kappaB luciferase reporter cells, luminescence. hit rate 0.69% among 350,000. inhibition, % at 12.5 µM; in the data active = inhibition above about 41%;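 also: 0% = neutral control wells and 100% = reference inhibitor control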
TRAIL sens C8: sensitizes caspase-8 expressing cells to TRAIL | AID 624354 | NB7+C8 cells + TRAIL, ATPlite viability luminescence | inhibition (viability loss, TRAIL sensitization), % at 10 µM | hit rate 1% among 360,000;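 active = compounds causing at least 50% loss of cell viability in the single-dose screen, relative to plate controls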
* = called active by the depositor; · = not tested or not shown. The list is partial; rates above refer to the full screens.

SMILES	TRPM1 prom inh	KKLEB cytotox	NR2E3 ag-1	HIF-2a block	NR2E3 ag-2	CF NFkB inh	iPSC survival up	Peg3 promoter	Shn3 inh set2	LMP1 NFkB inh	TRAIL sens C8
COc1ccc(C(C(=O)NCC2CCCO2)N(Cc2cccs2)C(=O)c2snc(C(N)=O)c2N)cc1OC (configuration not stated)	6.5	-1.9	0.6	0.4	13.5	-7.3	0.0	13.1	5.0	4.9	14.1
O=[N+]([O-])c1cnc(N2CCCCC2)c([N+](=O)[O-])c1	-6.8	-3.3	0.4	3.3	-24.1	0.2	3.6	-0.8	4.2	-7.9	9.5
CC1Cc2ccccc2N1C(=O)CSc1nnc(CNc2ccccc2)o1 (configuration not stated)	6.8	-5.9	1.6	-2.3	-19.9	9.0	-2.5	15.7	13.4	4.2	-4.0
CCOC(=O)c1cnc(SC)nc1Nc1cccc(F)c1	2.3	14.4	2.3	-27.1	0.8	-38.5	1.5	12.5	4.4	5.4	-5.3
O=C(c1ccco1)c1nnn(Cc2ccccc2)c1-c1ccccc1	5.4	-1.2	-2.7	-20.4	14.3	3.7	-0.1	26.7	-0.4	1.8	15.8
CC1CN(C(=O)N(C)C)CCN1C(=O)N(C)C (configuration not stated)	-9.7	-0.1	1.9	13.2	2.9	4.9	-1.1	23.8	-4.3	4.6	4.9
O=C(Nc1cc(=O)c2ccccc2o1)N1CCCCC1	7.1	4.1	-0.1	-15.4	0.1	12.3	1.2	4.0	-3.7	14.9	1.1
CC(=O)N1CCN(CCN(CC2C(C)C=C(C)CC2C)C(C)=O)CC1 (configuration not stated)	17.3	-8.1	-5.3	9.7	-7.2	-1.3	2.7	8.4	10.5	-7.0	-6.2
Cc1ccc(S(=O)(=O)CC(O)COc2ccccc2C#N)cc1 (configuration not stated)	2.3	-5.3	0.8	13.1	-8.8	7.8	-1.1	4.4	3.0	1.3	7.3
NS(=O)(=O)c1ccc(CCNC(=O)c2cccc3ccccc23)cc1	2.8	0.7	-3.6	-1.7	-9.4	2.0	0.1	-0.6	8.6	-9.5	-13.1
COc1ccc(NC(=O)CSc2nnc(Cc3cccn3C)n2-c2ccc(C)cc2)cc1OC	4.3	3.6	-0.2	22.2	-7.3	10.2	-2.5	13.8	1.1	1.0	-19.9
C/C(=N\NC(=O)c1ccc(Cl)c(S(=O)(=O)Nc2ccccc2Cl)c1)c1ccncc1	4.7	-4.5	-4.3	12.7	4.6	11.1	-1.9	19.8	16.7	-17.5	7.0
COc1ccc(-c2nn(-c3ccccc3)cc2C2CC(c3cccs3)=NN2C(=O)CCCC(=O)O)cc1 (configuration not stated)	20.2	24.6	1.8	10.8	-20.6	8.3	-1.1	8.1	1.4	-1.5	-18.0
O=C(CSc1cccc(C(F)(F)F)c1)Nc1ccc(Cl)cc1Cl	-4.3	-6.8	0.8	4.2	-12.1	-20.2	-0.2	9.2	-7.0	1.5	-2.8
C=C1CC(COc2cc(=O)oc3ccccc23)(c2ccccc2)OC1=O (configuration not stated)	94.1*	-104.3*	·	90.1*	-7.0	97.8*	-3.5	105.5*	97.3*	67.0*	93.3*
O=C(C1=C[C@H](c2ccc(Br)cc2)C[C@H](OCCCCO)O1)N1CCOCC1	0.1	-11.4	-0.7	-16.6	·	9.1	-3.2	-16.0	11.4	0.7	-19.1
O=C(O)CCCCCNC(=O)CCn1cnc2ccccc2c1=O	3.2	0.2	0.4	-8.8	-13.1	-1.8	-3.0	7.1	8.7	4.5	-4.2
CC(=O)Nc1nnc(-c2ccc(Cl)s2)o1	-5.0	1.1	0.3	-6.5	-17.4	-2.4	-0.4	-31.8	0.0	-8.0	3.8
O=C1CCc2cc(S(=O)(=O)N3CCCC3C(=O)N3CCN(c4ccccc4)CC3)ccc2N1 (configuration not stated)	-8.8	8.2	2.5	4.6	-11.2	-51.7	-0.8	-10.4	19.0	-3.9	-11.8
O=c1cc(-c2ccccc2O)nc(-c2ccccc2)[nH]1	-9.3	-8.1	-1.5	-53.9	-8.8	-9.1	0.3	-16.3	-31.1	1.6	-0.2
COC(=O)c1ccccc1OCC(=O)N1CCN(c2ccc(F)cc2)CC1	-5.7	8.0	1.3	23.2	-3.8	7.9	-1.0	-5.7	-4.7	0.7	-8.1
CCCOc1cccc(C(=O)Nc2ccccc2C(=O)N2CCN(C)CC2)c1	6.3	11.7	2.7	9.9	-3.2	-48.7	-0.3	15.6	4.3	3.2	-12.4
S=C(Cc1cccnc1)N1CCOCC1	2.5	-1.0	-0.6	7.5	-1.9	3.9	-1.2	8.7	-13.3	5.3	21.6
COc1cccc(C2C(C(=O)Nc3ccccc3)=C(C)N=c3s/c(=C/c4ccc(OCC(=O)O)cc4)c(=O)n32)c1 (configuration not stated)	7.0	-2.8	4.2	7.2	-1.2	-2.8	0.1	10.1	-7.7	1.7	-12.4
O=C(Nc1cccc2ccccc12)N1CCN(Cc2ccc3c(c2)OCO3)CC1	-0.9	-11.4	0.5	1.2	-0.3	16.2	1.7	6.2	2.3	4.6	-9.4
Cc1ccc(S(=O)(=O)Nc2cccc3c2O[C@H](CN(C)C(=O)Nc2ccc(C(F)(F)F)cc2)[C@@H](C)CN([C@H](C)CO)C3=O)cc1	-2.3	-0.1	·	3.8	-27.7	-7.7	0.2	16.5	15.9	2.4	4.9
CCOc1ccccc1NC(=O)CSc1nnc(-c2ccco2)o1	16.0	-17.5	0.9	-12.8	-34.6	17.4	1.0	1.0	-22.1	3.7	8.9
O=C(NCc1ccccn1)C(=O)NCC1OCCCN1S(=O)(=O)c1cc(F)ccc1F (configuration not stated)	2.1	2.9	-3.6	14.3	-6.5	-16.7	-0.5	0.6	1.8	3.3	1.5
CCN(CC)CCn1c(=S)[nH]c2cc(C(=O)N3CC(C)CC(C)C3)ccc2c1=O (configuration not stated)	4.6	2.1	0.8	14.3	-15.9	-18.4	0.0	8.6	2.5	-7.5	12.1
COc1cc(C(=O)OCC(=O)Nc2cc(C)on2)ccc1OCc1ccccc1Cl	-41.8	-3.9	0.0	-86.6	-85.5	-2.1	-1.5	-46.7	-78.4	-12.0	26.5
CCN1C(=O)[C@H]2[C@@H](c3ccc(-c4ccc(OC)cc4)cc3)N3CCCC[C@@]3(C(=O)OC)[C@H]2C1=O	3.4	22.6	3.2	5.9	9.6	-17.1	-1.9	22.7	7.5	16.3	6.0
Cc1ccc(C(=O)c2cc3c(cc2[N+](=O)[O-])OCCO3)cc1	-32.7	-14.8	-0.4	-49.0	-31.1	2.9	-0.8	-47.7	-6.3	-6.1	-5.3
O=C(NCC1CCCO1)c1ccc2c(=O)n(CC3CCCO3)c(=S)[nH]c2c1 (configuration not stated)	3.1	-1.4	-2.6	5.8	-8.2	5.0	-1.3	11.9	-9.0	5.2	-10.1
OCC1OC(n2nnc3ccccc32)C(O)C(O)C1O (configuration not stated)	-2.5	-1.3	-1.6	10.6	-3.8	-2.8	0.0	14.9	5.5	-2.5	1.3
COc1cc(NC(=O)c2ccccc2)c(C)cc1NC(=O)CC(CC(=O)O)c1ccccc1 (configuration not stated)	6.7	1.6	-2.7	17.7	-11.5	-5.6	0.4	8.8	2.7	-0.3	-16.7
COc1ccc(CCNC(=O)C(=O)NCC2OCCN2S(=O)(=O)c2ccc3c(c2)OCCO3)cc1 (configuration not stated)	5.5	4.5	2.3	20.0	-2.0	3.9	-0.5	4.9	15.1	-0.6	-3.3
O=C(Cc1ccc(Br)cc1)Nc1ccccc1Sc1ccccc1	-6.6	0.8	2.3	15.1	5.6	8.3	1.5	5.3	28.8	-4.3	-11.6
CC1(C)Cc2c(c(-c3ccco3)[nH]c(=O)c2C#N)CO1	8.5	-5.8	0.0	12.6	-8.9	-1.1	3.4	10.1	2.9	-2.7	4.9
CCCN(C(=O)CSc1nc(C2CC2)n(-c2ccccc2)n1)C1CCS(=O)(=O)C1 (configuration not stated)	2.6	-6.7	3.6	7.7	14.3	-20.4	5.2	-0.6	8.8	-2.0	-4.5
COCCCN1C(=O)c2ccc(C(=O)NCc3ccco3)cc2C1=O	-1.5	2.5	4.0	-11.9	-45.7	-10.1	-2.2	-6.3	-3.8	-0.5	-4.0
COC(=O)c1ccc(-c2sc3nc(N4CCOCC4)c4c(c3c2N)CC(C)(C)OC4)o1	49.0	7.2	-2.1	21.8	14.3	-14.1	-5.4	4.1	26.5	19.9	-2.4
Cc1cccc(NC(=O)c2ccco2)c1C	-7.0	2.3	1.7	-5.6	-7.9	-13.4	-0.4	-87.6	-10.1	-31.1	-2.3
Cc1ccc2cc(CCNC(=O)C(C)C)c(=O)[nH]c2c1C	-34.3	13.4	1.8	-105.5	-2.8	-8.4	0.7	-106.4	-10.6	1.2	6.2
CCc1cc(C(=O)NC(C)C2CCCO2)cs1 (configuration not stated)	-14.5	16.4	-1.8	-48.9	-44.8	-12.4	-0.3	-46.1	-90.3	-12.9	-4.8
O=C(COC(=O)C1CCC(=O)N1)Nc1cc(Cl)ccc1Cl (configuration not stated)	21.1	2.8	2.3	18.1	-8.0	-16.2	2.4	-0.5	-11.5	-3.1	8.5
CC1(O)N(Cc2ccccc2)C(=O)OC12CCCCC2 (configuration not stated)	2.3	5.5	0.8	1.8	2.9	16.2	-0.4	12.5	-14.1	-9.7	-14.1
O=C(COC(=O)CN=C1NS(=O)(=O)c2ccccc21)Nc1ccccc1OC(F)F	6.4	9.1	-1.2	9.5	4.2	-12.8	0.3	1.5	-13.5	1.5	-1.1
CCCCn1c(CN(C)Cc2ccccc2)nc2c1c(=O)n(C)c(=O)n2C	19.4	-10.3	-1.2	14.6	17.7	-3.1	-2.9	16.4	87.2*	11.9	-2.3
CCCc1nc(SCC(=O)Nc2nnc(SCC)s2)c2c(=O)n(C)c(=O)n(C)c2n1	7.7	26.4	-0.1	12.7	-13.7	38.4	2.0	45.2	46.0	19.7	29.9
Cc1c(N)cccc1N	15.9	-9.0	-1.8	18.3	0.3	8.7	-0.2	7.2	2.1	4.4	-11.8
Cc1cccc(C(=O)NNC(=O)C23CC4CC(CC(C4)C2)C3)c1O	3.1	10.4	2.1	-64.4	-81.7	-11.8	0.0	-34.2	-7.7	7.2	14.2

Whole records, looked up by structure. Order of screens: TRPM1 prom inh | KKLEB cytotox | NR2E3 ag-1 | HIF-2a block | NR2E3 ag-2 | CF NFkB inh | iPSC survival up | Peg3 promoter | Shn3 inh set2 | LMP1 NFkB inh | TRAIL sens C8
Results for NS(=O)(=O)c1ccc(CCNC(=O)c2cccc3ccccc23)cc1 → 2.8 | 0.7 | -3.6 | -1.7 | -9.4 | 2.0 | 0.1 | -0.6 | 8.6 | -9.5 | -13.1
Results for COc1ccc(CCNC(=O)C(=O)NCC2OCCN2S(=O)(=O)c2ccc3c(c2)OCCO3)cc1 (configuration not stated) → 5.5 | 4.5 | 2.3 | 20.0 | -2.0 | 3.9 | -0.5 | 4.9 | 15.1 | -0.6 | -3.3
Results for COC(=O)c1ccccc1OCC(=O)N1CCN(c2ccc(F)cc2)CC1 → -5.7 | 8.0 | 1.3 | 23.2 | -3.8 | 7.9 | -1.0 | -5.7 | -4.7 | 0.7 | -8.1
